# POLI inh = inhibitors of human DNA polymerase iota | Q9UNA4 | Pol iota fluorescent replication assay, 10 min | Potency, µM (doses to about 115 µM), inactives show at the highest dose activity, negative = inhibition, most hits filed as inhibitors | actives 1% (n = 390,000); note: potency is the fitted concentration of half-maximal effect
# Target sequence (Q9UNA4 whole entry, looked up): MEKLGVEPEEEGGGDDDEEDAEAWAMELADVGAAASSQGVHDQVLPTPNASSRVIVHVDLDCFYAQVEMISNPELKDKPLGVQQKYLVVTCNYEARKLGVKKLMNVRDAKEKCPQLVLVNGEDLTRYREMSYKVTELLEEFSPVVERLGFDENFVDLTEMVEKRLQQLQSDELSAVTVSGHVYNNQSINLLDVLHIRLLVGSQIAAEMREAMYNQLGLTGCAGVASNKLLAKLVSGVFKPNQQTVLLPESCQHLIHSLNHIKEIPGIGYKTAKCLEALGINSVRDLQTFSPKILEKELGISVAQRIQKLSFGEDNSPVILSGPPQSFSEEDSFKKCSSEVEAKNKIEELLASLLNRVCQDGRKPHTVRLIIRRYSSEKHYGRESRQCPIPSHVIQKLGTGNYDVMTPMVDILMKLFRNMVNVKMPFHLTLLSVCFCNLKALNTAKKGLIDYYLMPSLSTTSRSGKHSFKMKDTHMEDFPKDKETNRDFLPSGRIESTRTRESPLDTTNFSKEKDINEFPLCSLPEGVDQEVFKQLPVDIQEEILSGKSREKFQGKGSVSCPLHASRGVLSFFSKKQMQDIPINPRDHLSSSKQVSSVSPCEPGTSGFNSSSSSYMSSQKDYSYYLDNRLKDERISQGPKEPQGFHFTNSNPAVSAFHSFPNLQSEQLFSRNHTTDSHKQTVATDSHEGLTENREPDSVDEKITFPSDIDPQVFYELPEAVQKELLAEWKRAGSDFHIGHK
#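 Pol iota at 10 nM preincubated 15 min with compounds at room temperature; reaction started with fluorescent substrate, 50 nM final. Fluorescence read kinetically at 0 and 10 min; buffer-only wells as negative control.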
# TRHR ag = TRH receptor (human) agonism; P34981; TRHR cells, calcium flux fluo-8, FDSS agonist mode; activation, % at 2 µM; actives 0.18% (n = 360,000); AID 493084; in the data active = activation above about 30%; note: 0% is about no effect
#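 Fluo-8-loaded TRHR cells; 10 s baseline, compound added, kinetic Ca2+ fluorescence read 1/s, agonist mode.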
# Apoferritin bind = candidate novel general anesthetic via apoferritin binding; P02791; apoferritin/1-aminoanthracene competitive binding, fluorescence; Potency, µM (doses to about 77.5 µM), for the others: top-dose activity change, negative = displacement, most hits filed as inhibitors; actives 0.074% (n = 350,000); AID 485281; note: potency is the fitted concentration of half-maximal effect; % is set by controls: 0 for no effect and ±100 for the full control effect; nearly all actives have a fitted effect of over 20% in size
# Target sequence (P02791 2-175 limits assumed): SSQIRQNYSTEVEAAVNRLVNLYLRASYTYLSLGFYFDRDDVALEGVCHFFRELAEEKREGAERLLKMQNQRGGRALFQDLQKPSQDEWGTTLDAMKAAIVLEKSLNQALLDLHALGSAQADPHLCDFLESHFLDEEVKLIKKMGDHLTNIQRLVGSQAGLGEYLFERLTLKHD
#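 Steps: apoferritin (10 uM) was premixed with half-saturated 1-AMA in PBS, compounds were pin-transferred, plates stood 10 min at room temperature, fluorescence was read at 380/535 nm, and curves were fitted with a Hill equation.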
# POLB inh = inhibitors of human DNA polymerase beta; P06746; actives 1.3% (n = 340,000); AID 485314; Potency, µM (top dose mostly 114 µM), inactives show at the highest dose activity change, negative = inhibition, most hits filed as inhibitors; Pol beta primer extension/strand displacement, fluorescence kinetic; note: potency is the fitted concentration of half-maximal effect; % is set by controls: 0 for no effect and ±100 for the full control effect
#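 Enzyme-only controls used 10 nM Pol beta; buffer lacking enzyme served as negative control. Compound preincubated 15 min, then 50 nM substrate added; 0 and 10 min reads at room temperature.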
# BLM inh = blocks DNA unwinding by human BLM helicase; P54132; recombinant BLM DNA unwinding, fluorescence dequenching; Potency, µM (doses to about 56.1 µM), for inactives: at the highest dose activity change, negative = inhibition, most hits filed as inhibitors; actives 0.2% (n = 350,000);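 note: potency is the fitted concentration of half-maximal effect; plate controls were vehicle for no effect and no enzyme for full effect; nearly all actives have a fitted effect of over 35% in size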
# Pol kappa inh = DNA polymerase kappa (human) inhibition; Q9UBT6; purified Pol kappa, fluorescent DNA synthesis assay, 10 min; Potency, µM (titrated, usually from 107 µM), without a hit: at the highest dose activity, negative = inhibition, most hits filed as inhibitors; actives 0.53% (n = 400,000); AID 588579; note: potency is the fitted concentration of half-maximal effect; % is set by controls: 0 for no effect and ±100 for the full control effect
#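 Readout: fluorescence, taken kinetically at 0 and 10 min. Conditions: 10 nM Pol kappa, 15 min RT compound preincubation, 50 nM substrate final. Controls: enzyme-free buffer wells.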
# ERG Ets-DNA blk = ERG Ets/DNA interaction inhibition; fluorescence polarization, His-ERG Ets domain / labelled DNA; Potency, µM (top dose mostly 76.9 µM), inactives show at the top dose FP activity, negative = inhibition, hits mostly inhibitors; actives 0.028% (n = 370,000); active = well fitted inhibition curve with a large enough effect in the polarisation, with a control signal flat; inconclusive = small, poorly fitted or top-dose-only effect, or effect the other way, or a change in a side signal; inactive = no such curve, though single readings can be large or run the other way; the % refers to the polarisation;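 note: polarization taken with two DNA probes labelled with fluorescein and Texas red; potency is the fitted concentration of half-maximal effect; % of control where 0% means no effect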
#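 His-tagged ERG Ets domain (1 uM in the protein solution; 300mM KCl, 50mM Tris-HCl, 1mM EDTA, 1mM DTT, pH 7.5) received compound, then a probe mix of 5 nM fluorescein-DNA and 100nM Texas-615-DNA. Fluorescence polarization was read for both dyes.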
# APE1 inh = APE1 (human) endonuclease inhibition | P27695 | recombinant APE1, TAMRA/BHQ-2 abasic DNA cleavage fluorescence | Potency, µM (series often up to 65.8 µM), for the others: at the top dose activity change, negative = inhibition, actives largely listed as inhibitors | actives 0.35% (n = 350,000) | AID 2517;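 note: potency is the fitted concentration of half-maximal effect; plate controls were vehicle for no effect and reference inhibitor for full effect; nearly all actives have a fitted effect of over 55% in size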
#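 Quantitative HTS: incision of a TAMRA/BHQ-2 double-stranded substrate bearing a tetrahydrofuran abasic site by 0.75 nM APE1 raises fluorescence. Substrate 50 nM final, added after 15 min compound preincubation at room temperature; progress as third-minus-first kinetic read difference.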
# 12-LOX inh = blocks human arachidonate 12S-lipoxygenase; P18054; purified 12hLO, xylenol orange hydroperoxide absorbance; Potency, µM (doses to about 108 µM), for the others: at the highest dose activity change, negative = inhibition, actives largely listed as inhibitors; actives 1.1% (n = 580,000); note: potency is the fitted concentration of half-maximal effect; % is set by controls: 0 for no effect and ±100 for the full control effect
#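 Purified human 12hLO (150 nM final) in 25 mM Hepes, 0.01% Triton X-100, pH 7.0 was preincubated 15 min at room temperature with compound. Then 40 uM arachidonic acid was added, 30 min. Hydroperoxide was read by Fe-XO absorbance ratio 573/405 nm.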
# An asterisk follows results filed as active; ? = inconclusive; / = not tested or not shown; & = joins results of further samples; [ ] = another dose, or the depositor's remark. Unless noted, calls come from the whole dose curve; as a rule, active = well fitted curve in the direction sought with a large enough effect; inconclusive = small, poorly fitted or top-dose-only effect, or another doubt; inactive = no such curve, though single readings can be large; an effect the other way counts as inactive or inconclusive. This is a subset; count on the stated rates, not on these rows.
POLI inh,TRHR ag,Apoferritin bind,POLB inh,BLM inh,Pol kappa inh,ERG Ets-DNA blk,APE1 inh,12-LOX inh,molecule
-19%,-0.3,5%,3%,-4%,-1%,2%,13%,52%,COC(=O)c1c(C)oc(C)c1S(=O)(=O)NCc1ccco1
9%,1.0,-19%,-13%,4%,-15%,-10%,-4%,-21%,CC(C)C(Nc1ccc(C(F)(F)F)cc1[N+](=O)[O-])C(=O)O (stereo not drawn)
-12%,/,/,/,/,0%,-14%,22%,-2%,CN(C)c1cccc(C(=O)Nc2ccc(S(=O)(=O)Nc3nccs3)cc2)c1
34%[activator],0.1,-12%,7%,-8%,-5%,4%,3%,-21%,CCCC(=O)N(Cc1cc(=O)[nH]c2ccccc12)c1cccc(C)c1
41%[activator],0.0,-13%,-3%,-3%,-3%,-8%,/,-23%,COc1ccc(-c2cc3nc(C)c(CCC(=O)Nc4ccc(F)cc4F)c(C)n3n2)c(OC)c1
?,1.3,?,8%,-6%,-19%,2%,/,-16%,Cc1ccc(NC(=O)Cn2nc(-c3ccc(Cl)cc3)c3ccccc3c2=O)cc1
-4%,-0.6,?,-1%,-7%,0%,-1%,1%,-9%,Cc1cccc(-c2nnc(-c3ccccc3)o2)c1
14%,2.5,-2%,2%,28%,-10%,2%,16%,1%,N#Cc1ccc(-c2ccc(OCC(O)CN3CCCCC3)cc2)cc1 (stereo not drawn)
7%,-0.5,-4%,-2%,1%,-11%,6%,63%[activator][12.4 µM],15%,CCCCNC(=O)Cn1c(=O)c2c(ncn2CCC(C)C)n(Cc2ccccc2)c1=O
-4%,1.0,-17%,-4%,-29%,-12%,-3%,2%,-14%,O=C(NC1CCCC1)C(c1ccncc1)N(Cc1ccccc1)C(=O)c1ccc(-c2ccccc2)[nH]1 (stereo not drawn)
20%,0.0,0%,0%,-2%,13%,9%,6%,5%,O=C(/C=C/c1ccccc1)N1CCOCC1
-9%,0.7,/,/,/,-4%,7%,16%,20%,Cc1ccc(NC(=O)CSc2nnc(-c3cccnc3)o2)c(C)c1
13%,-0.7,-9%,4%,-1%,-7%,-12%,7%,-4%,CCOC(=O)Cn1nc(C(F)F)c(Br)c1C
25%,-0.5,-5%,1%,1%,0%,1%,60%[activator],258%[activator],Cc1cc(OCC(=O)NNC(=S)NC(=O)c2cccs2)ccc1Cl
-2%,-3.3,-4%,28%,-2%,1%,3%,-1%,0%,CCOc1ccc(Nc2nc(NCCN3CCOCC3)nc(OC)n2)cc1
-13%,-0.2,-5%,7%,-2%,3%,3%,3%,1%,COc1cc(O)oc1C=Nc1ccc(Cl)cc1
19%,0.0,-10%,-1%,-1%,-1%,-20%,-2%,14%,O=C1N2CCSC2=NC1(NS(=O)(=O)c1ccccc1)C(F)(F)F (stereo not drawn)
-5%,0.1,-5%,-3%,3%,4%,-3%,-6%,-26%&-8%,COc1ccc(-c2cc(N3C(=O)Nc4ccccc4N3O)n[nH]2)cc1
-22%,0.3,-7%,7%,-3%,-7%,-12%,2%,5%,Cc1ccc(NC(=O)CSc2nc3ccccc3c3nc4ccccc4n23)cc1
54%[activator],-0.8,?,38%,-5%,-4%,-1%,-12%,-37%,CSc1ccc(/C=N/n2c(COc3ccccc3)n[nH]c2=S)cc1
35%,-1.9,-16%,1%,-14%,-19%,0%,-6%,14%,COc1ccc(/C=N/NC(=O)c2cccnc2)cc1CN1CCCc2ccccc21
/,/,3%,/,2%,-4%[60.1 µM],/,2%,/,C=C(C)C1Cc2c(ccc(C(=O)O)c2O)O1 (stereo not drawn)
/,/,/,/,-1%,-1%[19.4 µM],/,-3%,5µM*,c1ccc2sc(SSc3nc4ccccc4s3)nc2c1
38%[activator],0.8,-1%,-10%,-2%,-7%[60.1 µM],3%,/,0%,O=C(Nc1nc2c(F)cccc2s1)c1ccc(S(=O)(=O)N2CCCc3ccccc32)cc1
28%,-0.4,3%,27%,5%,-6%,-6%,-5%,0%,O=C(c1cnn2c(C(F)F)cc(-c3ccccc3)nc12)N1CCOCC1
5%,-0.3,58%[activator],3%,-3%,-7%,2%,2%,?,O=c1nc(-c2ccccc2)c2ccccc2[nH]1
-4%,-1.7,-2%,18%,2%,14%,4%,9%,-5%,CCOC(=O)N1CCC(Nc2c(NCCCN3CCN(C4CCCCC4)CC3)c(=O)c2=O)CC1
14%,0.3,2%,-1%,-2%,-8%,-1%,1%,10%,COc1cc(/C=N/n2nnnc2N)ccc1OCc1c(C)no[n+]1[O-]
77%[activator],0.0,-7%,18%,-6%,-7%,1%,20%,19%,COc1cc(NC(=O)c2cccc(Cl)c2)c(OC)cc1NC(=O)CN1CCCCC1
21%,0.4,-7%,15%,-12%,2%,-11%,-4%,-20%,CCN(CC)S(=O)(=O)c1cc(F)ccc1OC
32%,0.6,-7%,2%,5%,18%,4%,-17%,-15%,COc1cccc(CN2CCN(CCCc3ccccc3)C(CCO)C2)c1O (stereo not drawn)
1%,-0.1,-22%,55%,0%,?,1%,/,-3%,O=S(=O)(NCCc1nnc2ccc(SCc3c(F)cccc3Cl)nn12)c1ccccc1
0%,-0.2,-11%,-22%,-2%,-1%,5%,-1%,-6%,CC1CN(S(=O)(=O)c2ccc(Cl)c(S(=O)(=O)N3CC(C)OC(C)C3)c2)CC(C)O1 (stereo not drawn)
75%[activator],/,/,/,/,-13%,-2%,13%,7%,CS(=O)(=O)Nc1ccccc1C(=O)OCC(=O)NCc1cccs1
5%,0.0,-8%,-1%,-1%,-4%,3%,-1%,0%,Cn1ccnc1SCc1cn2ccccc2n1
68%[activator],0.3,-8%,30%,-3%,3%,13%,-3%,0%,Cc1ccccc1Nc1c(-c2ccccc2)nc2ncccn12
17%,-1.2,-22%,1%,-3%,-9%,2%,21%,11%,O=C(COC(=O)Cc1c(F)cccc1Cl)NC(=O)c1ccccc1
0%,-0.5,?,0%,-4%,-28%,1%,/,-14%,COCCN1C(=O)c2[nH]nc(-c3c(C)cc(C)cc3O)c2C1c1cccc(O)c1 (stereo not drawn)
10%,0.1,-9%,1%,-3%,-3%,1%,10%,24%,C/C(=N\NC(=O)CC1N=C(Cc2ccccc2)NNC1=O)c1ccc(C)cc1 (stereo not drawn)
51%[activator],-0.4,-14%,38%,-2%,-10%,3%,-9%,9%,COC(=O)c1sccc1NC(=O)Nc1ccc(OC)cc1
157%[activator],0.6,-7%,1%,-1%,-1%,19%,6%,8%,CC(=O)C1=C(C)NC(=O)CC1c1ccc(F)cc1 (stereo not drawn)
142%[activator],0.3,-8%,18%,-3%,0%,11%,24%,12%,COc1cc(CCC(=O)NCc2ccc(F)cc2)cc(OC)c1OC
2%,0.0,-12%,14%,0%,-7%,-11%,-2%,?,Cc1ccc(CN2CC34C=CC(O3)C(C(=O)NCc3ccco3)C4C2=O)cc1 (stereo not drawn)
19%,2.6,-5%,8%,-2%,-4%,-8%,-14%,?,COc1cccc(C(=O)N2CCN(C3CCCCC3)CC2)c1
20%,-0.3,-15%,21%,-2%,-15%,-2%,-4%,22%,CCn1c(SCC(=O)NC(C)c2ccccc2)nc2ccccc21 (stereo not drawn)
8%,-0.3,6%,17%,2%,0%,4%,1%,14%,Cc1cc2ccccc2nc1Br
-23%&33%,-0.2&0.1,6%&-7%,33%&17%,-1%&1%,4%&-12%,3%&-5%,-3%,4%&-2%,CCOC(=O)C(Cc1ccccc1)NC(=O)CCc1c(C)nc2nc(C)nn2c1C (stereo not drawn)
22%,0.0,-7%,10%,0%,3%,7%,3%,8%,COc1ccc(NC(=O)C2CCCN(S(C)(=O)=O)C2)cc1OC (stereo not drawn)

# Looked up above:
# Cc1cc2ccccc2nc1Br – APE1 inh = 1%
# CCn1c(SCC(=O)NC(C)c2ccccc2)nc2ccccc21 (stereo not drawn) – Apoferritin bind = -15%
# CCOC(=O)C(Cc1ccccc1)NC(=O)CCc1c(C)nc2nc(C)nn2c1C (stereo not drawn) – POLI inh = -23%&33%

# Following part
POLI inh,TRHR ag,Apoferritin bind,POLB inh,BLM inh,Pol kappa inh,ERG Ets-DNA blk,APE1 inh,12-LOX inh,molecule
-20%,0.0,-9%,?,-10%,-29%,-11%,-4%,/,CCN(CC)c1ccc(/C=N/NC(=O)c2ccc3nc[nH]c3c2)c(O)c1
26%,2.3,30%,-28%,-11%,-7%,-3%,/,-7%,CCOc1ccc(CCNC(c2cccc(Cl)c2)c2nnc(-c3ccccc3)o2)cc1OCC (stereo not drawn)
11%,-0.4,-8%,0%,-1%,2%,-15%,23%,-21%,Cn1c2ccccc2c(=O)c2cc(C#Cc3ccc(N)cc3)ccc21
173%[activator],-1.4,?,3%,-7%,-1%,6%,-8%,0%,COc1ccc(NCC(=O)N/N=C/C=C/c2ccccc2[N+](=O)[O-])cc1
?,-0.9,-14%,4%,0%,-29%,-5%,?,-9%,COc1ccc(OCCSc2nc(N)cc(N)n2)cc1
-4%,-0.8,-1%,-22%,-4%,-13%,-3%,-3%,13%,COc1cc(C(=O)N2CCCC(c3nc(-c4cccs4)no3)C2)cc(OC)c1OC (stereo not drawn)
25%,0.7,-7%,2%,4%,2%,11%,-2%,0%,Cc1cc(C)cc(NC(=S)N2CC(C)OC(C)C2)c1 (stereo not drawn)
?,0.2,/,/,/,2%,-6%,3%,?,COc1ccc(-c2ccc(-c3nc4ccc(C)cn4c3NC3CCCCC3)cc2OC)cc1
-3%,0.9,-15%,23%,-1%,-2%,3%,1%,-24%,O=C(CCNc1n[nH]c(=O)[nH]c1=O)N1CCOCC1

# High-throughput results (PubChem)
